Screens from PubChem BioAssay.
Luc counter – Counterscreen for Luciferase (Kinase-Glo TM) Inhibition. Luciferin 4-monooxygenase (Photuris pensylvanica), Q27757. Kinase-Glo luciferase, ATP luminescence, 8 min. Potency, µM (series often up to 38.3 µM), inactives show at the top dose activity change, negative = inhibition, most hits filed as inhibitors. 200,000 compounds, 0.28% hits. AID 1379, 2008; further: potency means the concentration at half of the fitted maximal effect; on the % scale 0 is the no-effect control and ±100 the full control effect; nearly all actives have a fitted effect of over 60% in size
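Light output from Kinase-Glo luciferase with luciferin and 10 uM ATP in 50 mM imidazole pH 7.2, KCl, MgCl2, Tween 20, BSA; compound pin-delivered, 8-min ambient incubation, then luminescence read.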
CBFb RUNX1 block – qHTS Assay for Compounds Blocking the Interaction Between CBF-beta and RUNX1 for the Treatment of Acute Myeloid Leukemia. 230,000 tested, under 10 active. AlphaScreen CBFb-His/RUNX1-biotin binding, biochemical. Potency, µM (top dose mostly 59.8 µM), inactives show at the highest dose activity, negative = inhibition, most hits filed as inhibitors. Runt-related transcription factor 1 (Homo sapiens) + Core-binding factor subunit beta …; further: % of control where 0% means no effect
Target sequence (Q01196 whole entry, looked up): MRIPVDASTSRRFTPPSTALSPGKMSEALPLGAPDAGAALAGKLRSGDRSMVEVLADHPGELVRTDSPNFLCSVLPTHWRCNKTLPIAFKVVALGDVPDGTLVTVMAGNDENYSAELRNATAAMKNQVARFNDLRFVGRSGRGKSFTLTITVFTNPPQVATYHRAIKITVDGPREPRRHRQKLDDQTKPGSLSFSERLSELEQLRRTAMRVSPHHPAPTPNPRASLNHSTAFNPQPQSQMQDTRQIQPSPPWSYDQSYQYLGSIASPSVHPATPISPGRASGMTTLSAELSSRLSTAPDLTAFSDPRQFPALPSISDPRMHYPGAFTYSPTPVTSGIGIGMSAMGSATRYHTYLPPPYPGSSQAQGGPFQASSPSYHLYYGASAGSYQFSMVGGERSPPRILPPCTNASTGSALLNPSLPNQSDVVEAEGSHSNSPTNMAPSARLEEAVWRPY
Target sequence (Q13951 whole entry, looked up): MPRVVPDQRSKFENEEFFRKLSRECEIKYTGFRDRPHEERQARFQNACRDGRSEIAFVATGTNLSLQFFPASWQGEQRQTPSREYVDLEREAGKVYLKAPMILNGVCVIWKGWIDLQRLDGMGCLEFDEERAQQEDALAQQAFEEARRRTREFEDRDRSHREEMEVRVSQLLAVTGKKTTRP
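Bead-based AlphaScreen assay; binding partners His-tagged CBF-beta and biotinylated RUNX1 at 30 nM each. Compound exposure 15 min after a 20-min protein preincubation; bead step 90 min; all steps at room temperature.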
HTT aggregate – qHTS Multiplex Assay to Identify Dual Action Probes in a Cell Model of Huntington: Aggregate Formation (GFP). PC12 HttQ103-GFP aggregates, Acumen cytometry, 40 h. Potency, µM (doses to about 46.1 µM), inactives show at the top dose activity change, negative = inhibition, hits mostly inhibitors. 220,000 compounds, 1.1% hits. AID 1688, 2009; further: potency means the concentration at half of the fitted maximal effect; on the % scale 0 is the no-effect control and ±100 the full control effect; nearly all actives have a fitted effect of over 60% in size
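PC12 cells with ecdysone-inducible HTT exon1 Q103-GFP, induced by 100 nM tebufenozide, given compounds in a concentration series. GFP aggregates (1–25 um, 6 SD above background) counted in lysates by laser-scanning cytometry, 488 nm excitation.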
Lamin A splicing – qHTS Assay for Modulators of Lamin A Splicing; HeLa LMNA splicing GFP/RFP minigene ratio, 48 h; Potency, µM (top dose mostly 46.1 µM), for the others: at the top dose ratio change, negative = inhibition, usual class: inhibitors; 200,000 compounds, 0.01% hits; active means well fitted inhibition curve with a large enough effect in the signal ratio, with a control signal flat, not every such curve was filed as active; inconclusive means small, poorly fitted or top-dose-only effect, or effect the other way, or a change in a side signal; the % refers to the signal ratio; further: potency means the concentration at half of the fitted maximal effect; on the % scale 0 is the no-effect control and ±100 the full control effect
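S3 HeLa stable clones carrying a lamin A-EGFP splicing minigene plus DsRed2 were seeded at 600 cells/well in Opti-MEM with 2% FBS, pin-dosed and incubated 48 h at 37°C. Acumen cytometry (488 nm) gave the GFP/RFP total-intensity ratio.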
IMPase Li inh – qHTS Assay for Identifying the Cell-Membrane Permeable IMPase Inhibitors: Potentiation with Lithium; CHO-M1 cells, IP1 TR-FRET (IP-One), carbachol + lithium; Potency, µM (titrated, usually from 59.4 µM), without a hit: at the highest dose activity, negative = IMPase inhibition, most hits filed as inhibitors; 210,000 compounds, 0.35% hits;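 further: IP1 builds up when IMPase is blocked and the TR-FRET signal falls; potency means the concentration at half of the fitted maximal effect; plate controls were basal vehicle for no effect and high inhibitor control for full effect; nearly all actives have a fitted effect of over 50% in size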
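CHO-M1, 2000 cells/well, 16–30 h culture; cpd + low Li+, 30 min 37C; lysis with d2-IP1/Eu-anti-IP1 Ab, 10 min RT; TR-FRET 665/620 ratio and 620 channel; AC50 via Hill.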
HTT cytoprotect – qHTS Multiplex Assay to Identify Dual Action Probes in a Cell Model of Huntington: Cytoprotection (ATP); 230,000 compounds, 0.14% hits; Potency, µM (highest dose often 56.4 µM), without a hit: cytoprotection (ATP increase), usual class: activators; PC12 HTT-Q103 induced, cytoprotection, ATP luminescence, 40 h; AID 1471, 2008;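 further: potency means the concentration at half of the fitted maximal effect; % of control where 0% means no effect; nearly all actives have a fitted effect of over 45% in size; toxic huntingtin expression switched on by the ecdysone agonist tebufenozide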
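Readout: ATPlite luminescence (ATP level). Model: stable PC12, inducible Htt exon1 Q103-GFP. Inducer: tebufenozide, 100 nM final. Compounds: dose series. No G418 in medium.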
SMN2 splice up – qHTS Assay for Enhancers of SMN2 Splice Variant Expression. HEK293 SMN2-luciferase splicing reporter, luminescence, 30-36 h. 210,000 compounds, 2.8% hits. Potency, µM (titrated, usually from 46.1 µM), inactives show at the top dose activity change, positive = activation, actives largely listed as activators. AID 1458, 2008; further: potency means the concentration at half of the fitted maximal effect; % of control where 0% means no effect; nearly all actives have a fitted effect of over 55% in size
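HEK293 cells carry an SMN2 minigene-luciferase reporter in which exon 7 inclusion puts luciferase in frame. Cells were seeded at 2000 cells/well, attached for 10-12 hours, then exposed to compounds for 30-36 hours at 37C before ONE-Glo luminescence.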
Active calls of the source: *; ? = inconclusive; · = no result given; & = joins results of further samples; [ ] = remark or other dose. Unless noted, the call rests on the fitted dose curve; in most records, active means well fitted curve in the direction sought with a large enough effect; inconclusive means small, poorly fitted or top-dose-only effect, or another doubt; inactive means no such curve, though single readings can be large; an effect the other way counts as inactive or inconclusive.

Every second line gives: Luc counter	CBFb RUNX1 block	HTT aggregate	Lamin A splicing	IMPase Li inh	HTT cytoprotect	SMN2 splice up
> O=C(NC(C(=O)N1CCCC1C(=O)O)=C1CCCCC1)c1ccccc1 (stereo not given)
  3%	3%	27%	-20%	5%[38.3 µM]	-3%	-9%
> C/C(=N\Nc1ccc(F)cc1F)c1cccs1
  2%	2%	13%	·	-7%	5%	-3%
> Cc1noc(C)c1CN1C(=O)NC2(CCc3ccccc3C2)C1=O (stereo not given)
  0%	-2%	-15%	16%	8%[38.3 µM]	7%[10 µM]	-18%
> O=C(NC1CCCCCC1)C(=S)N1CCOCC1
  -2%	3%	3%	1%[46 µM]	4%	13%[10 µM]	10%
> O=C(NCc1ccncc1)c1ccc(Cl)c(S(=O)(=O)N2CCCCC2)c1
  4%	-3%	-11%	-3%[46 µM]	15%	-28%	-27%
> O=C(NCCc1ccc(Cl)cc1)c1n[nH]c2ccccc12
  -4%	16%	-1%	?	3%	-35%[inhibitor]	12%
> CC1=[N+](C)c2c(ccc3cccnc23)C1(C)C
  -5%	·	-44%[9.22 µM]	·	19%	-67%[inhibitor][10 µM]	·
> CCCCn1c(C(C)NC(=O)CCC)nc2ccccc21 (stereo not given)
  -4%	6%	-21%	1%	22%[38.3 µM]	-5%	19%
> COc1ccc(-c2csc(Cc3nnc4n3CCCCC4)n2)cc1OC
  -2%	-1%	15%	?	2%[38.3 µM]	24%	-6%
> COC/C=C/C1=CC2=CC(=O)C(C)(OC(=O)c3cnc4ccccc4n3)C(=O)C2=CN1Cc1ccc2c(c1)OCO2 (stereo not given)
  2%[7.66 µM]	?	·	?	2%	-6%[10 µM]	-9%[9.22 µM]
> COC(=O)C1=C(C)N(Cc2ccc(OC)c(OC)c2)C(=O)C1
  -4%	1%	18%	0%	-4%[38.3 µM]	3%	-6%
> Cc1cc(C)nc(SCc2cc(=O)c(OC(=O)c3cccc([N+](=O)[O-])c3)co2)n1
  2%	-1%	-6%	-4%	3%	3%[10 µM]	?
> CCOC(=O)c1cc(-c2ccccc2)n(CC(=O)Nc2cc(OC)cc(OC)c2)c1C
  1%	-4%	25%	9%	5%	-32%[10 µM]	-6%
> COc1ccccc1N1CCN(C(=O)CSc2ncnc3c2cnn3-c2ccc(C)c(C)c2)CC1
  ·	12%	-9%[9.22 µM]	·	·	1%[10 µM]	·
> O=C(NCCc1ccccc1)c1cccc(N2C(=O)C3CC=CCC3C2=O)c1 (stereo not given)
  2%	2%	-3%	·	-4%	?	2%

The list continues:
Every second line gives: Luc counter	CBFb RUNX1 block	HTT aggregate	Lamin A splicing	IMPase Li inh	HTT cytoprotect	SMN2 splice up
> CCc1ccc(OCC(=O)c2c(O)c3ccccc3oc2=O)cc1
  -2%	22%	0%	-2%[46 µM]	2%	-55%[inhibitor]	10%
> Cc1cc(N2CCN(C(=O)c3ccco3)CC2)n2nc(C)c(-c3ccc(Cl)cc3)c2n1
  -3%	-7%	16%	-4%	-26%[38.3 µM]	19%[0.074 µM]	-34%[inhibitor]
> CCCCCCc1ccc(OCC(=O)OC)cc1OCC(=O)OC
  3%	-6%	13%[9.22 µM]	3%	31%[activator][38.3 µM]	-6%	0%
> C[N+]1(C)CC2=Cc3ccccc3CC2C1 (stereo not given)
  1%	2%	-8%[9.22 µM]	-5%[46 µM]	23%	-13%[10 µM]	·
> COc1cc(/C=C(/C#N)C(=O)NCCc2c[nH]c3ccccc23)ccc1OCc1ccccc1F
  -8%	-2%	-5%	?	-14%[38.3 µM]	-47%[inhibitor]	-40%[inhibitor]
> Cc1ccc(S(=O)(=O)N(CC(=O)N2CCC(C)CC2)Cc2ccccc2F)cc1
  -3%	6%	-24%	-19%	42%[activator][38.3 µM]	8%	0%
> Cc1ccc2cc(CN(Cc3ccco3)C(=O)NCc3ccccc3)c(=O)[nH]c2c1C
  3%	-6%	10%	-1%	31%[activator][38.3 µM]	2%[10 µM]	14%
> Cc1ccc(C(=O)N(C)c2ccc(OCC(=O)N3c4ccc(C)cc4C4CN(C)CCC43)cc2)cc1 (stereo not given)
  0%	-5%	12%	-7%[46 µM]	23%	-94%[inhibitor]	11µM*
> CCOC(=O)Cc1nnc(NC(=O)C(CC)Sc2nc(C)cc(=O)[nH]2)s1 (stereo not given)
  -4%	-6%	0%	-14%	0%	22%[10 µM]	-7%
> O=C(CN1C(=O)c2cccc3cccc(c23)C1=O)N1CCCCCC1
  2%	1%	-11%	-2%	-17%[38.3 µM]	-9%	-10%
> CC(=O)c1c(C)cc(C)c(CSc2nc(C)cc(=O)[nH]2)c1C
  5%	3%	7%	?	6%[38.3 µM]	-9%[10 µM]	?
> COC(=O)c1sccc1NC(=S)N1CCC(C)CC1
  -2%	14%	-8%	0%	-2%[38.3 µM]	-12%	20%
> CN(C)CC(O)COC(c1ccc(Cl)cc1)c1ccc(Cl)cc1 (stereo not given)
  -2%	8%	3%	?	27%	-10%	-41%[inhibitor]
> CN(CC(=O)N1CCc2ccccc21)S(=O)(=O)c1ccc(Br)s1
  0%	3%	?	-8%	7%[38.3 µM]	-61%[inhibitor]	?
> CC(C)(C)C(=O)OC/C(N)=N/OC(=O)c1ccc(Cl)cc1
  ·	2%	7%[9.22 µM]	·	·	16%[10 µM]	·

The list goes on; it opens with the two that closed the last part.
Every second line gives: Luc counter	CBFb RUNX1 block	HTT aggregate	Lamin A splicing	IMPase Li inh	HTT cytoprotect	SMN2 splice up
> CN(CC(=O)N1CCc2ccccc21)S(=O)(=O)c1ccc(Br)s1
  0%	3%	?	-8%	7%[38.3 µM]	-61%[inhibitor]	?
> CC(C)(C)C(=O)OC/C(N)=N/OC(=O)c1ccc(Cl)cc1
  ·	2%	7%[9.22 µM]	·	·	16%[10 µM]	·
> NS(=O)(=O)c1cccc(NC(=O)CNC(=O)CC23CC4CC(CC(C4)C2)C3)c1
  -1%	-23%	-1%	·	2%	-11%	18%
> NC(=O)c1c(NC(=O)c2cccnc2Cl)sc2c1CCCC2
  -4%	6%	1%	1%	5%	·	3%
> CCO/N=C1\C(=O)N(c2ccccc2)c2ccccc21
  -1%	14%	-8%	-9%[46 µM]	-3%	6%[10 µM]	-2%
> COc1cccc(OC)c1OCCNCCO
  2%	16%	-5%	-4%	2%[38.3 µM]	1%	21%
> CCOc1ccc(N(CC(=O)N2CCc3ccccc32)S(=O)(=O)c2c(C)noc2C)cc1
  3%	1%	-1%	-12%	10%[38.3 µM]	-5%	-18%
> N/C(=N\OC(=O)COc1ccc(Br)cc1Cl)c1ccccn1
  -11%	14%	-13%	5%	11%	-1%[0.074 µM]	7.1µM*
> CCCCS(=O)(=O)c1sc2nc(C)cc(C)c2c1N
  3%	2%	-15%	-15%	0%[38.3 µM]	-17%[0.074 µM]	-15%
> CCCCCCCCCCCCCCCC(=O)N[C@@H](COP(=O)(O)O)C(=O)O
  1%	-15%&26%&-2%	·	·	35%&6%[activator]	?	1%&-3%
> CC1(C)Cc2c(c(-c3ccco3)[nH]c(=O)c2C#N)CS1
  3%	-8%	6%	-13%	1%[38.3 µM]	4%[10 µM]	0%
> CN1CCN(c2ccc(Cl)cc2NC(=O)c2ccc([N+](=O)[O-])cc2)CC1
  ·	7%	4%[9.22 µM]	·	·	-13%[10 µM]	·
> Cn1cccc1C(=O)N1CCC2(CCCN(C(=O)Nc3ccccc3)C2)CC1
  -10%	·	·	·	9%	-9%	-3%
> O=C(OCc1cccnc1)C1=Cc2ccccc2OC1
  -1%	3%	2%	17%[46 µM]	-3%	25%[10 µM]	-9%
> Cc1cc(=O)oc2cc(OCC(=O)N3CCCc4ccccc43)ccc12
  -1%	3%	-3%	-15%	23%[38.3 µM]	3%	20%
> CCC(C)[C@H](NC(=O)Nc1ccc2c(c1)OCCO2)C(=O)OC (stereo not given in full)
  ·	6%	-35%[9.22 µM]	·	·	14%[10 µM]	·
> C=CCn1c(SCC(=O)c2ccc(OC)cc2)nnc1-c1ccc2c(c1)OCO2
  12%	10%	-13%	3%	6%	·	11%

Other entries
Every second line gives: Luc counter	CBFb RUNX1 block	HTT aggregate	Lamin A splicing	IMPase Li inh	HTT cytoprotect	SMN2 splice up
> Cc1cccc2c1CC(C)(C)N=C2C1=C(O)CCCC1=O
  -2%	-4%	-1%	17%	3%[38.3 µM]	1%	1%
> O=C(O)c1ccccc1-n1c(-c2ccccc2)cc2c1CCCC2=O
  2%	1%	-11%	·	2%	7%	·
> O=C(CCCN1C(=O)/C(=C\c2cccs2)SC1=S)Nc1ccccn1
  -1%	2%	-13%	?	19%	34%	-20%
> CCCCN1C(=O)NC(NC(C)=O)(C(F)(F)F)C1=O (stereo not given)
  7%	4%	10%	4%	3%[38.3 µM]	14%	31%
> Cc1c(CN(C)C)c2c(n1Cc1ccccc1)C(=O)c1ccccc1-2
  17%	-15%	6%	-8%	40%[activator][38.3 µM]	-24%	?
> O=C(NCC1CCCO1)C(c1cccs1)N(C(=O)Cn1nnc(-c2cccs2)n1)C1CCCC1 (stereo not given)
  -1%	1%	1%	-3%	5%	13%[10 µM]	-3%
> CC(=O)/C(=N\Nc1ccccc1)Sc1cccc2cccnc12
  -2%	?	2%	?	1%	2%[10 µM]	?
> CCCCC/C=C\C/C=C\C/C=C\C/C=C\CCCC(=O)C(F)(F)F
  2%[39.9 µM]	8%	·	·	18%	?	·
> CCN1CCN(CC(=O)c2ccc(OC)cc2)CC1
  2%	8%	-6%	?	14%	-3%	-3%
> CC1=C(C)CC(C(=O)N2CCN(C/C=C/c3ccccc3)CC2)C(C(=O)O)C1 (stereo not given)
  0%	9%	18%[9.22 µM]	31%[46 µM]	2%	?	·
> Cc1ccc2nc(N(CCCN(C)C)C(=O)c3sc4ccccc4c3Cl)sc2c1
  0%	-10%	-13%	-14%	-3%	-1%[10 µM]	-8%
> COc1ccc(Oc2ncc3nc(-c4ccc(OC)cc4)c(=O)n(C4CC4)c3n2)cc1
  ·	·	·	?	3%	28%	·
